FAS-TE inh – FAS thioesterase (human) inhibition. P49327. recombinant FAS-TE, OMFH fluorogenic substrate, fluorescence endpoint. inhibition, % at 15 µM. actives 0.67% (n = 360,000);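 active = compounds whose normalised, plate-corrected inhibition of enzyme fluorescence in the single-dose primary screen is 50% or more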;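 also: 0% = DMSO with enzyme and 100% = substrate without enzyme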
MT1-MMP act inh – inhibitors of human MT1-MMP activation; GFP/RFP ratio change, % at 20 µM; P50281; actives 0.061% (n = 360,000); HT1080 RFP-PRO-GFP cells, GFP/RFP ratio fluorescence, overnight; percent of plate control window, DMSO zero; AID 651647;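 active = GFP/RFP ratio change of at least 30% with cell ATP level not reduced by more than half and red fluorescence within 50% of control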; also: strong numbers were not always called active
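Compound: 20 µM single dose, 1% DMSO / System: HT1080 RFP-PRO-GFP cells / Controls: DMSO and RFP-L50D-GFP cell wells / Read-out basis: GFP/RFP fluorescence ratio / Schedule: overnight compound exposure at 37 °C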
MsrA inh – bovine MsrA inhibition | purified bovine MsrA, absorbance read-out | inhibition, % at 15.5 µM | actives 0.75% (n = 360,000) | AID 651718; in the data active = inhibition above about 4.5%;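 also: 0% = vehicle wells with enzyme and 100% = reference inhibitor wells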
eLon inh – inhibitors of E. coli Lon protease. inhibition, % at 7.94 µM. actives 0.42% (n = 360,000). purified E. coli Lon protease, fluorescence polarization. AID 602123. P0A9M0; in the data active = inhibition above about 13%, passing the limit was not always enough;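 also: 0% = enzyme with probe and DMSO and 100% = no enzyme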
NRP1-CendR mod – NRP-1/CendR interaction modulation; FAM-RPARPAR peptide binding to NRP-1, fluorescence polarization; O14786; actives 0.85% (n = 360,000); inhibition, % at 25 µM;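 active = inhibition or corrected inhibition above about 18%, plus a signal ratio from 0.5 to 1.5, limit read from the data, passing the limit was not always enough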; also: strong numbers were not always called active
Tb MetRS inh – Trypanosoma brucei MetRS inhibition; inhibition, % at 11.9 µM; AID 624268; actives 0.4% (n = 360,000); purified T. brucei MetRS, ATP depletion, Kinase-Glo luminescence;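 active = inhibition above a per-plate cutoff of the control wells' mean inhibition plus 3 SD, cut at about 5.5% in these data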;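 also: 0% = DMSO wells median and 100% = median of wells with control inhibitor compound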
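Material – parasite MetRS enzyme · Medium – HEPES-MgCl2-KCl buffer plus DTT, spermine, BSA, pyrophosphatase · Reagent – ATP, methionine and E. coli bulk tRNA substrates · Times – 15 min enzyme-compound preincubation, 2 h reaction, 10 min detection, 25 °C · Measured by – luminescence of leftover ATP · Evaluation – percent inhibition relative to median high and low control wells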
MLLE-PAM2 inh – blocks PAM2 peptide binding to the PABP1 MLLE domain; GST-MLLE / FITC-PAM2 fluorescence polarization; inhibition, % at 20 µM; AID 588489; actives 0.36% (n = 360,000); P11940; in the data active = inhibition above about 35%, passing the limit was not always enough;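 also: plate controls were DMSO wells with GST-MLLE for no effect and wells lacking GST-MLLE protein for full effect; some results filed as inactive read as strong as hits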
Target sequence (P11940 whole entry, looked up, the tested form may be a part): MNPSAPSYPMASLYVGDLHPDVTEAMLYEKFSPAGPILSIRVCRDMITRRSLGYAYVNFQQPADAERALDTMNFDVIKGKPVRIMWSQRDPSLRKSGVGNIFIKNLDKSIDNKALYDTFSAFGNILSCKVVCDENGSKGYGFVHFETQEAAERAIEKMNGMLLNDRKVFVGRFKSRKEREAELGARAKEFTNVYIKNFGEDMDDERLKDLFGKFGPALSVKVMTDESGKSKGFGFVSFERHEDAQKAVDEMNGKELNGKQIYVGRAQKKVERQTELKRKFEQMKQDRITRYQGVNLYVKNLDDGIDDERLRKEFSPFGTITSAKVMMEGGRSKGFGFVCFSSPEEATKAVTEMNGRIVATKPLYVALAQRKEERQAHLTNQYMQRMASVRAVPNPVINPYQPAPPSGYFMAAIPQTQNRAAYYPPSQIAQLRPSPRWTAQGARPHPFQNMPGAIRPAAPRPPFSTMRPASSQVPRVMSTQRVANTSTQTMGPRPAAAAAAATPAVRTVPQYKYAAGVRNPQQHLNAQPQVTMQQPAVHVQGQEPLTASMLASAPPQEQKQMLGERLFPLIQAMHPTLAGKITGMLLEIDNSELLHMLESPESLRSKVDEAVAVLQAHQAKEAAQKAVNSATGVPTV
SKN-1 inh – C. elegans SKN-1 inhibition. actives 0.49% (n = 360,000). C. elegans VP596 Pgst-4::GFP/RFP ratio, acrylamide-induced, 24 h. inhibition, % at 21.8 µM. AID 624304;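 active = interference check ratio from 0.5 to 1.5 plus GFP to RFP signal ratio inhibition reaching or exceeding a fixed threshold, cut at about 30% in these data, passing the limit was not always enough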; also: some compounds called inactive have numbers as strong as hits
bovine MsrA act – activates bovine MsrA enzyme; purified bovine MsrA, absorbance read-out; activation, % at 10.6 µM; actives 0.3% (n = 360,000); AID 602163; in the data active = activation above about 7.5%;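 also: 0% = vehicle and 100% = reference activator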
An asterisk follows results filed as active.

Sequence of screens: MLLE-PAM2 inh	SKN-1 inh	NRP1-CendR mod	MT1-MMP act inh	MsrA inh	eLon inh	bovine MsrA act	FAS-TE inh	Tb MetRS inh
O=C(OCc1cccs1)c1ccccc1NS(=O)(=O)c1ccc2c(c1)OCCO2
    -11	-19	-1	8	0.8	3	-12	18	-0.8
O=C(Nc1ccc(C(O)c2ccccc2)cc1)[C@H]1C[C@H](O)[C@@H](CO)O1 (stereo not given in full)
    -4	-6	-2	0	-0.5	-12	-2	-10	-0.2
Cc1c(C(=O)Nc2ccc(F)cc2)cn2c(nc3ccccc32)c1C#N
    -27	1	-25	-2	-0.7	2	-3	-3	0.1
COc1ccc(CNC(=O)CN(C(=O)c2csnn2)c2cccc3c2CCCC3)cc1
    10	-12	-8	1	0.6	-16	-4	4	-0.1
O=C(c1cccc(Cl)c1)N1CCC(C(=O)N2CCN(Cc3ccccc3)CC2)CC1
    11	9	12	5	-1.6	4	-4	-5	-0.3
CC(=O)N1c2ccccc2C2CCCC[C@H]21 (stereo not given in full)
    2	2	7	2	-0.5	-1	-2	-6	-0.5
COc1ccc(NC(=O)c2[nH]c(C)c(C(C)=O)c2C)cc1
    -4	4	-7	-7	0.9	2	-2	-2	-0.6
COc1ccc(N2CCN(CCCNC(=O)CC3Oc4ccc(C)cc4NC3=O)CC2)cc1 (stereo not given)
    9	-6	-2	5	0.5	2	-6	-5	0.0
COc1ccc(N(C(=O)c2ccn[nH]2)C(C(=O)NC(C)(C)C)c2ccc(F)cc2)cc1 (stereo not given)
    2	-23	2	5	-1.7	-3	-8	-8	-0.9
CC1CCCC(NC(=O)c2n[nH]c(=O)c3ccccc23)C1C (stereo not given)
    6	2	-11	0	0.4	0	-1	0	0.5
O=C(OCC(=O)N1CCC(Cc2ccccc2)CC1)c1cc(Br)ccc1O
    -49	3	-3	1	-0.3	0	-2	46	-0.2
COc1ccc(CN(C)CC(=O)NC(=O)NC2CCCCC2)cc1
    -1	12	6	0	0.6	4	-7	3	-0.5
C=CCOC(=O)C(=O)/C=C/c1csc2ccccc12
    13	11	-56	-4	-0.2	-11	-1	19	-0.2
N#Cc1c(SCC(=O)Nc2nc3ccccc3s2)sc2c(O)cc(=O)[nH]c12
    -3	9	-96	-4	2.3	-14	-2	-1	-0.1
CC(=O)Nc1cc2c(cc1NC(=O)c1cnccn1)OCCO2
    -2	-19	5	-3	1.0	-2	-13	-22	-0.8
CN1C(=O)/C(=C/c2ccccc2F)Sc2ccc(C(=O)N3CCCC3)cc21
    14	-6	9	3	3.1	-1	-4	-24	-0.2
O=C(COc1ccc(Cl)cc1Cl)NC1CC1
    9	8	-8	3	0.3	8	-1	-5	0.5
O=C(COC(=O)c1cc(=O)[nH]c2ccccc12)Nc1nc(-c2cccc(Br)c2)cs1
    13	18	-9	5	1.2	6	3	26	-0.3
CC(=O)OCC(=O)C1(O)CCC2C3CCC4C(OC(C)=O)C(=O)CCC4(C)C3C(=O)CC21C (stereo not given)
    17	2	10	3	0.0	-4	0	-9	0.9
CCOCCCNC(=S)N(CCN(C)C)Cc1cc2cc3c(cc2[nH]c1=O)OCCO3
    -89	3	-13	0	3.1	-8	-5	-6	1.9
COc1ncnc(OC)c1S(=O)(=O)Nc1ccc(C(F)(F)F)cc1
    -9	15	7	2	1.1	0	-3	-1	-0.7
COc1ccc(NC(=O)C2CCCN(C(=O)c3ccc(Cl)cc3)C2)cc1S(=O)(=O)N(C)C (stereo not given)
    2	-16	0	5	0.5	5	-3	-4	-0.2
COc1cccc(NC(=O)C2CC(=O)N=C(N)S2)c1 (stereo not given)
    -11	-3	3	4	0.4	2	-3	-7	0.1
O=C(CCNC(=O)c1ccc(Br)cc1)Nc1cccc(S(=O)(=O)N2CCCCCC2)c1
    19	8	7	1	0.8	-3	-5	17	-0.5
O=C(c1ccc(CS(=O)(=O)c2cccc(C(F)(F)F)c2)o1)N1CCN(c2ccccn2)CC1
    -1	0	6	6	0.5	-4	-3	-4	-0.3
S=C(N/N=C/c1ccc2ncccc2c1)Nc1cccnc1
    31	-9	3	5	7.2*	-4	3	-8	-0.2
CCCCOC(=O)CSc1nnc(-c2ccc(Cl)cc2Cl)o1
    -1	1	15	7	1.6	-5	4	10	0.0
O=C(CNC(=O)c1ccc(Cl)cc1)OCn1nnc2ccccc2c1=O
    -12	3	3	6	0.0	2	-5	-3	-0.1
CCC(=O)c1cn(CC(=O)Nc2ccc(OC)cc2)c2ccccc12
    -7	0	-1	-1	-0.9	-13	0	2	2.3
O=[N+]([O-])c1cccc(-c2nnn(C34CC5CC(CC(C5)C3)C4)n2)c1
    -1	-26	-13	-5	-0.8	2	-3	27	-1.0
Cn1c(=O)c2cc(S(=O)(=O)NC(C(=O)N3CCCCCC3)c3ccccc3)ccc2n(C)c1=O (stereo not given)
    2	1	-11	-2	-1.8	-2	0	2	-0.5
CC(=O)Nc1ccccc1C(F)(F)F
    9	21	3	5	-1.1	4	-10	-6	-0.9
Cc1nn(C)cc1CNC(=O)CCC(=O)O
    14	8	13	-1	-0.1	2	0	-7	-0.5
O=C(COc1ncnc2ccccc12)Nc1ccccc1[N+](=O)[O-]
    -4	-3	-6	4	0.3	10	-2	-4	0.4
O=C(c1ccc(Cl)c(S(=O)(=O)N2CCOCC2)c1)N1CCc2ccccc2C1
    8	-4	-24	4	0.3	12	-8	1	-0.3
Cn1nnnc1SCCNCc1ccccc1OCc1ccccc1Cl
    9	-9	-14	-1	-0.5	-2	-2	-2	-0.5
O=C(CC[C@H]1O[C@@H](n2cnc3c(NC(=O)c4ccccc4)ncnc32)[C@H](O)[C@@H]1O)NCCCN1CCCC1=O
    -3	11	4	-1	-1.2	-15	-2	-7	0.2
O=C(OCc1nc(-c2ccccc2Cl)no1)c1ccco1
    8	4	7	-1	1.3	-2	-2	3	-0.1
COCCNC(=O)C1CCCN(c2nn3c(=O)cc(C)nc3s2)C1 (stereo not given)
    4	-17	16	-1	0.0	-9	-9	-8	-0.5
CCCN(CC(=O)Nc1ccc(F)c(F)c1F)CC(=O)Nc1c(Cl)cccc1Cl
    -9	-1	-7	-4	-0.3	-7	2	2	0.5
Cc1ccc(Cn2c(=O)n(Cc3ccco3)c(=O)c3ccccc32)cc1
    -16	21	-4	-8	0.1	5	-1	17	-1.0
O=C(Nc1ccsc1C(=O)O)c1cccc(C(F)(F)F)c1
    10	17	1	4	1.8	-4	2	-2	0.2
CCc1nc2c(OCc3ccc(F)c(F)c3)cccn2c1N(C)C(=O)CC(C)C
    6	14	6	-1	-1.1	-1	2	4	-0.1
COc1ccc2nc(C)c(C(N)=O)cc2c1
    -4	-2	-6	-2	1.7	2	-1	-6	0.3
NC(=O)c1oc2ccccc2c1NC(=O)C1COc2ccccc2O1 (stereo not given)
    12	4	-2	4	-0.7	-9	-4	1	-0.5
O=C(Nc1ccc(Cl)cc1)c1cccs1
    -3	31	-2	2	0.7	3	-2	0	-0.4
CC(=O)c1ccccc1OC(=O)COc1ccc([N+](=O)[O-])cc1
    15	3	11	-4	1.7	-4	-5	12	-0.2
COc1ccc(NC(=S)N/N=C/c2cccn2Cc2ccc(F)cc2Cl)cc1
    36	-2	-6	-2	1.7	1	-4	11	-0.5
COc1ccc2cc(CN(CC3CCCO3)S(=O)(=O)c3ccccc3Cl)c(=O)[nH]c2c1 (stereo not given)
    -1	3	-8	2	0.4	0	-3	5	0.5
CCCCN(CC)Cc1c(O)ccc2c(-c3ccccc3)cc(=O)oc12
    -2	18	-2	-4	2.8	-1	-1	-2	-0.8
CC1CC(=O)Nc2ccccc2N1 (stereo not given)
    -5	0	4	1	-0.1	2	-9	-8	-0.3
COc1ccccc1C(=O)Nc1cc2cc(Cl)ccc2oc1=O
    -6	5	1	0	-0.5	-8	-6	0	-0.8
COc1ccc(NC(=O)CN(c2ccc([N+](=O)[O-])cc2)S(=O)(=O)c2ccccc2)cc1
    15	9	0	0	-0.8	-1	-3	64*	4.1
Cc1ccc(-n2ncc3c(=O)n(CC(=O)N(C)C)cnc32)cc1
    -4	14	1	1	-0.2	-1	-3	-8	-0.3
Cc1ccc(CCNS(=O)(=O)c2ccc3c(c2)C(C)(C)C(=O)N3C)cc1
    -3	3	-4	0	-0.1	-6	-1	-1	-0.5
O=C(/C=C/c1ccc(Br)cc1)N1CCN(Cc2ccccc2)CC1
    -11	-8	9	3	-0.8	-7	-3	14	0.2
CCOC(=O)CSc1nc2ccccc2c(=O)n1C
    -5	11	2	4	1.1	-3	-1	-7	-0.2
CC(=O)Nc1ccc(NC(=O)COc2ccc(S(=O)(=O)N3CCCC3)cc2C)cc1
    12	1	-5	5	-0.5	1	-3	-3	0.2
Clc1ccc2ncc(-c3nnnn3-c3ccccc3)c(-c3ccccc3)c2c1
    -8	-21	2	-13	-0.7	-6	-9	23	-1.2
Cc1cc(Nc2cccc([N+](=O)[O-])c2)c2cccc(C)c2n1
    -11	2	3	3	2.7	-8	-3	3	-0.5

Next results follow:
Sequence of screens: MLLE-PAM2 inh	SKN-1 inh	NRP1-CendR mod	MT1-MMP act inh	MsrA inh	eLon inh	bovine MsrA act	FAS-TE inh	Tb MetRS inh
CCCCn1c(N)c(N(CC(C)C)C(=O)c2ccc(OC)c(S(=O)(=O)N3CCOCC3)c2)c(=O)[nH]c1=O
    -1	-8	12	-2	-0.6	-1	-2	-4	-0.3
Cc1ccc(C2C(C(=O)c3cc4ccccc4o3)=C(O)C(=O)N2CCN(C)C)o1 (stereo not given)
    14	-11	7	-5	1.5	-17	-3	-2	-0.5
N#Cc1c(-c2ccco2)nc(SCc2ccc(F)cc2)[nH]c1=O
    7	-11	-32	-8	3.0	3	-1	7	-0.6
COC(=O)C1=C(C)NC(=O)/C1=C\c1ccco1
    -4	11	3	0	0.5	-15	-1	-3	0.1
C=CCNC(=O)c1ccc(C)c(Br)c1
    2	-5	8	3	-0.7	-5	-7	-2	0.1
Cc1cccn2cc(CNS(=O)(=O)c3cccc(F)c3)nc12
    11	18	11	4	0.5	-3	0	-6	-0.9
COc1ccc(C(=O)N/C(=C/c2ccc(Cl)cc2)C(=O)Nc2ccc(C(=O)O)cc2)cc1
    -2	-3	7	-4	1.7	5	-8	2	0.4
CCC(=O)NC(=S)Nc1ccc(N2CCN(C(=O)c3ccc(Cl)cc3)CC2)cc1
    18	12	-2	2	1.8	-5	-1	10	-0.6
CCOC(=O)c1[nH]c2cc3c(cc2c1NC(=O)CN1CCC2(CC1)OCCO2)OCO3
    -6	9	1	4	3.4	5	-7	-5	-0.1
O=C(NCc1ccco1)C1CCCN(S(=O)(=O)c2ccc(-n3cnnn3)cc2)C1 (stereo not given)
    5	-16	-14	-1	0.2	1	-2	-2	2.5

Single records, as listed above. Order of values: MLLE-PAM2 inh	SKN-1 inh	NRP1-CendR mod	MT1-MMP act inh	MsrA inh	eLon inh	bovine MsrA act	FAS-TE inh	Tb MetRS inh
S=C(N/N=C/c1ccc2ncccc2c1)Nc1cccnc1 reads 31	-9	3	5	7.2*	-4	3	-8	-0.2
CCCCOC(=O)CSc1nnc(-c2ccc(Cl)cc2Cl)o1 reads -1	1	15	7	1.6	-5	4	10	0.0

High-throughput results (PubChem)
